Assay outcomes (PubChem)
BCR signal inh: qHTS Assay to Find Inhibitors of Chronic Active B-Cell Receptor Signaling. AID 493014, 2011. Potency, µM (highest dose often 46.1 µM), for the others: at the top dose ratio change, negative = lower green/red ratio, usual class: inhibitors. actives 0.05% (n = 340,000). ABC-DLBCL IkBa-CBG/CBR reporter, luminescence ratio, 4 h; active = well fitted inhibition curve with a large enough effect in the signal ratio, with a control signal flat, not every such curve was filed as active; inconclusive = small, poorly fitted or top-dose-only effect, or effect the other way, or a change in a side signal; the % refers to the signal ratio;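 note: potency is the fitted concentration of half-maximal effect; plate controls were basal doxycycline-induced cells for no effect and cells given 10 µM MG132 for full effect; MG132 reads +100%, hits lower the ratio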
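TMD8 human ABC-DLBCL cells with doxycycline-inducible IκBα–green luciferase fusion and unfused red luciferase, in 0.5% FBS medium; compounds up to 46 uM, 4 h at 37C. Green/red luminescence ratio, filter-overlap corrected, fitted to concentration-response curves.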
B2AR arrestin: qHTS assay of beta-arrestin-biased ligands of beta2-adrenergic receptor; AID 492947, 2010; actives 0.02% (n = 330,000); Potency, µM (top dose mostly 46.1 µM), for inactives: at the top dose activation, usual class: activators; beta-arrestin recruitment to beta2AR, cell-based reporter;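 note: potency is the fitted concentration of half-maximal effect; 0% = DMSO controls and full agonism = EC100 isoproterenol or metaproterenol; nearly all actives have a fitted effect of over 65% in size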
PTAP TSG101 blk: qHTS Assay for Iinhibitors of HIV-1 Budding by Blocking the Interaction of PTAP/TSG101; 340,000 tested, under 10 active; Fluorescence polarization, FITC-PTAP peptide / Tsg101 binding; AID 493005, 2010; Potency, µM (top dose mostly 115 µM), inactives show top-dose activity change, negative = inhibition, hits mostly inhibitors; active = well fitted inhibition curve with a large enough effect in the main read-out, with a control signal flat, not every such curve was filed as active; inconclusive = small, poorly fitted or top-dose-only effect, or effect the other way, or a change in a side signal; inactive = no such curve, though single readings can be large or run the other way; note: potency is the fitted concentration of half-maximal effect; % of control where 0% means no effect
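Fluorescence polarization binding of Tsg101 binding domain (10 uM final) to FITC-labeled PTAP peptide (50 nM final) in HEPES pH 7.5 buffer with NaCl, Tween 20, EDTA, TCEP. Compounds added before peptide; binding 20 min at RT.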
Eya2 inh: qHTS Assay for Inhibitors of the Phosphatase Activity of Eya2; actives 0.006% (n = 330,000); Protein phosphatase EYA2 (Homo sapiens), O00167; AID 488837, 2010; Potency, µM (top dose mostly 76.9 µM), without a hit: at the top dose activity, negative = inhibition, usual class: inhibitors; recombinant Eya2, OMFP fluorescence dephosphorylation (OMFP is methylfluorescein phosphate); note: potency is the fitted concentration of half-maximal effect; % is set by controls: 0 for no effect and ±100 for the full control effect
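Eya2 protein (added as 0.2 uM solution) was preincubated with compound for 10 min at ambient temperature in 50 mM HEPES pH 7.5, 50 mM NaCl, 5 uM MgCl2, 0.05% BSA, 1 mM DTT. OMFP (added at 50 uM) then reacted 10 min; fluorescence read at 485/525 nm.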
TSHR antag: Antagonists of the Thyroid Stimulating Hormone Receptor: HTS campaign | Thyrotropin receptor (Homo sapiens), P16473 | TSHR-expressing cells, TSH-stimulated cAMP HTRF, 2 h; hits give low values | activity change, negative = inhibition, % at 11.5 µM | actives 0.2% (n = 330,000);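 active = activity change below a set negative limit, meaning inhibition stronger than a set level, cut at about -70% in these data; inconclusive = activity change between two set negative limits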; note: % is set by controls: 0 for no effect and ±100 for the full control effect
Target sequence (P16473 whole entry, looked up): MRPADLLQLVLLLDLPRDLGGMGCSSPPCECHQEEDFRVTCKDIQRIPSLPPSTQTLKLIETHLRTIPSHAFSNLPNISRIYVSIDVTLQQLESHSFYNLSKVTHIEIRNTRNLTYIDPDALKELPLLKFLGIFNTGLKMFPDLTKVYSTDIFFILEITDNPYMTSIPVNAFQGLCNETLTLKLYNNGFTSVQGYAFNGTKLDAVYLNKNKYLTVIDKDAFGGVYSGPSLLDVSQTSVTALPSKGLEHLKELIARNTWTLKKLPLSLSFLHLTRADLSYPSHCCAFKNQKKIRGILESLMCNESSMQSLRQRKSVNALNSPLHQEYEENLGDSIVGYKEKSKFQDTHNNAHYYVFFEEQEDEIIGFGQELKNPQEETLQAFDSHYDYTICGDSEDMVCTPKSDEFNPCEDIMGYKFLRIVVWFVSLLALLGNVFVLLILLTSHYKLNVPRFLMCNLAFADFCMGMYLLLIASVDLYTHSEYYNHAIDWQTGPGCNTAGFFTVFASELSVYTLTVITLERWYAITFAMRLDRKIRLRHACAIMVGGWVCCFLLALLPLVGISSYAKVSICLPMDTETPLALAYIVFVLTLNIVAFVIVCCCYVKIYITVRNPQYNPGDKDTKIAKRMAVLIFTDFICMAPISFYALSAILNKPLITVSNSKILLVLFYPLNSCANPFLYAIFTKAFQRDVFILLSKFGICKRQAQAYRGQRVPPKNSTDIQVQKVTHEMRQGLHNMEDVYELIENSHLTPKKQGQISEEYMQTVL
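Antagonism was scored as loss of TSH-driven cAMP in TSHR cells, stimulated with 4nM TSH (EC80) for 2 hours at 37 deg C and detected by homogeneous HTRF competition immunoassay.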
ELG1 DNA repair: qHTS screen for small molecules that inhibit ELG1-dependent DNA repair in human embryonic kidney (HEK293T) cells expressing luciferase-tagged ELG1. actives 2.3% (n = 330,000). Potency, µM (titrated, usually from 46.1 µM), for the others: at the top dose activity change, negative = inhibition, usual class: inhibitors. HEK293T ELG1-luciferase reporter, luminescence, 16 h; DNA damage induced by 5-fluorouridine; note: potency is the fitted concentration of half-maximal effect; % is set by controls: 0 for no effect and ±100 for the full control effect; nearly all actives have a fitted effect of over 55% in size
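Luminescence from the luciferase reporter, measured 30 min after ONE-Glo reagent at room temperature, was the read-out. Beforehand, 2,000 cells per well were exposed for 16 hr at 37 °C to 5-fluorouridine together with compound or vehicle.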
Tb PFK inh: qHTS Assay to Find Inhibitors of T. brucei phosphofructokinase; Potency, µM (series often up to 57.5 µM), for inactives: at the top dose activity, negative = inhibition, actives largely listed as inhibitors; T. brucei PFK, ADP-Glo luminescence; ATP-dependent 6-phosphofructokinase (Trypanosoma brucei brucei), O15648; actives 0.17% (n = 330,000);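 note: potency is the fitted concentration of half-maximal effect; 0% = uninhibited 1x PFK enzyme wells and -100% = no-enzyme wells; nearly all actives have a fitted effect of over 60% in size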
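Compounds were pin-transferred as a titration series up to 57 uM into substrate buffer (0.5 mM F6P, 0.1 mM ATP, pH 8.0), then 1.25 nM PFK was added and reactions ran 45 min before ADP-Glo detection.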
TCR activator: Activators of T cell receptors: qHTS campaign; Potency, µM (titrated, usually from 9.22 µM), for inactives: at the highest dose activation of IL-2 secretion, most hits filed as activators; AID 504894, 2011; primary human leukocytes, anti-CD3, IL-2 HTRF, 48 h; 330,000 tested, under 10 active; note: % of control where 0% means no effect
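TCR engagement came from a-CD3 beads alone, with compounds added to primary human leukocytes for 48 hr. Secreted IL-2 bridged europium cryptate- and d2-labelled anti-IL-2 antibodies, giving FRET emission at 665nm after 320nm excitation.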
Mito fusion yeast: qHTS Assay for Small Molecule Inhibitors of Mitochondrial Division or Activators of Mitochondrial Fusion; S. cerevisiae fusion-defective mutant growth rescue, CellTiterGlo 48 h; Potency, µM (highest dose often 46.1 µM), for inactives: at the highest dose growth rescue (activation), actives largely listed as activators; actives 0.23% (n = 320,000); AID 485298, 2010;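 note: potency is the fitted concentration of half-maximal effect; % of control where 0% means no effect; nearly all actives have a fitted effect of over 45% in size; temperature-sensitive fusion mutants such as fzo1-1 at 37 °C on non-fermentable ethanol glycerol medium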
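Growth-rescue viability read-out: after 48 h at the non-permissive 37C in glycerol/ethanol YPEG, yeast mitochondrial fusion mutants are measured by CellTiterGlo luminescence; compounds (23 nl pinned per well) restoring growth score as division inhibitors or fusion activators.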
USP2a block: qHTS Assay for Inhibitors of Ubiquitin-specific Protease USP2a Using CHOP2 as the Reporter; AID 463254, 2010; USP2 core, Ub-CHOP2 coupled fluorogenic reporter, 485/531; actives 0.01% (n = 330,000); Ubiquitin carboxyl-terminal hydrolase 2 (Homo sapiens), O75604; Potency, µM (top dose mostly 38.3 µM), without a hit: at the top dose activity change, negative = inhibition, usual class: inhibitors;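 note: potency is the fitted concentration of half-maximal effect; plate controls were DMSO wells for no effect and full inhibition by NEM control for full effect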
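USP2 core (10nM final) preincubated 30min RT with compound in 20mM Tris-HCl pH 8.0, 2mM CaCl2, 2mM beta-mercaptoethanol, 0.05% CHAPS; 25nM Ub-CHOP2 plus 25nM reporter substrate added, fluorescence (Ex485/Em531) read after 60min.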
uPA generation: qHTS for Inhibitors of Cell Surface uPA Generation; actives 0.31% (n = 330,000); cell surface uPA generation assay, qHTS; Potency, µM (series often up to 38.3 µM), for the others: top-dose activity change, negative = inhibition, actives largely listed as inhibitors; active = well fitted inhibition curve with a large enough effect; inconclusive = small, poorly fitted or top-dose-only effect; inactive = no such curve, though single readings can be large or run the other way; tested in mouse RAW 264.7 cells; note: potency is the fitted concentration of half-maximal effect; % is set by controls: 0 for no effect and ±100 for the full control effect; nearly all actives have a fitted effect of over 55% in size
An asterisk follows results filed as active; [ ] = remark or other dose. Unless noted, calls come from the whole dose curve; as a rule, active = well fitted curve in the direction sought with a large enough effect; inconclusive = small, poorly fitted or top-dose-only effect, or another doubt; inactive = no such curve, though single readings can be large; an effect the other way counts as inactive or inconclusive. An excerpt; count on the stated rates, not on these rows.

Cc1c(C(=O)N2CCC3(CC2)OCCO3)oc2ccc(S(=O)(=O)N3CCCCC3)cc12 was read as BCR signal inh inconclusive, B2AR arrestin 0.4%, PTAP TSG101 blk -5%, Eya2 inh -2%, TSHR antag 8, ELG1 DNA repair -11%, Tb PFK inh 0%, TCR activator 1%, Mito fusion yeast 0%, USP2a block 1% and uPA generation -2%.
`C=CCn1c(=O)c(C=Nc2cccnc2Cl)c(O)n(CCCC)c1=O` gave BCR signal inh 8%, B2AR arrestin -4.2%, PTAP TSG101 blk 5%, Eya2 inh -3%, TSHR antag -8, ELG1 DNA repair 11%, Tb PFK inh 13%, TCR activator 0%[46.1 µM], Mito fusion yeast -2%, USP2a block 4% and uPA generation 14%.
Cn1cc(C(=O)NP(=O)(N2CCOCC2)N2CCOCC2)c2ccccc21 was read as BCR signal inh 4%, B2AR arrestin 0.0%, PTAP TSG101 blk -3%, Eya2 inh -17%, TSHR antag 23, ELG1 DNA repair -7%, Tb PFK inh -2%, TCR activator -18%, Mito fusion yeast -7%, USP2a block 1% and uPA generation 6%.
Screening c1ccc(CCNC2CCCCCC2)cc1 returned BCR signal inh 1%, B2AR arrestin 0.3%, PTAP TSG101 blk -1%, Eya2 inh -3%, TSHR antag -1, ELG1 DNA repair 6%, Tb PFK inh -6%, TCR activator -5%, Mito fusion yeast -9%, USP2a block 0% and uPA generation 3%.
`O=C(Cc1ccc(Br)cc1)N1CCN(Cc2ccccc2)CC1` gave BCR signal inh 2%, B2AR arrestin 0.3%, PTAP TSG101 blk 1%, Eya2 inh -8%, TSHR antag 1, ELG1 DNA repair 2%, Tb PFK inh 5%, TCR activator 1%, Mito fusion yeast 15%, USP2a block -5% and uPA generation -4%.
`C=CCn1c(O)c(C=NCCN(C)C)c(=O)[nH]c1=O` gave BCR signal inh -12%, B2AR arrestin 0.0%, PTAP TSG101 blk 1%, Eya2 inh -26%, TSHR antag 5, ELG1 DNA repair 6%, Tb PFK inh 5%, TCR activator 2%, Mito fusion yeast 2%, USP2a block 2% and uPA generation 3%.
Screening Cc1ccc(-n2c(O)c(C=NCCN(C)C)c(=O)[nH]c2=O)cc1 returned BCR signal inh 0%, B2AR arrestin -0.2%, PTAP TSG101 blk -4%, Eya2 inh -8%, TSHR antag -2, ELG1 DNA repair 4%, Tb PFK inh 0%, TCR activator -3%, Mito fusion yeast 5%, USP2a block 4% and uPA generation 1%.
Screening COc1ccc(CCNCc2ccc(Br)cc2)cc1OC returned BCR signal inh -10%, B2AR arrestin 0.0%, PTAP TSG101 blk 1%, Eya2 inh -11%, TSHR antag -1, ELG1 DNA repair -29%, Tb PFK inh -11%, TCR activator 6%, Mito fusion yeast -4%, USP2a block -3% and uPA generation 2%.
For O=C(NC1(Cc2ccccc2)CCN(Cc2ccc(-c3ccccc3)cc2)C1=O)c1ccccc1 (stereo unspecified) the results were BCR signal inh -3%, B2AR arrestin 0.3%, PTAP TSG101 blk -5%, Eya2 inh 12%, TSHR antag -21, ELG1 DNA repair inconclusive, Tb PFK inh 0%, TCR activator 4%, Mito fusion yeast inconclusive, USP2a block 1% and uPA generation inconclusive.
Screening CC(=NC(C)c1ccccc1)c1c(O)[nH]c(=O)[nH]c1=O (stereo unspecified) returned BCR signal inh inconclusive, B2AR arrestin -0.5%, PTAP TSG101 blk -3%, Eya2 inh 20%, TSHR antag 7, ELG1 DNA repair -1%, Tb PFK inh 1%, TCR activator -1%, Mito fusion yeast -1% and USP2a block 1%.
Screening Cc1ccccc1-[n+]1c(-c2ccccc2)cc(-c2ccccc2)cc1-c1ccccc1 returned BCR signal inh inconclusive, B2AR arrestin 0.1%, PTAP TSG101 blk -2%, Eya2 inh -5%, TSHR antag -75*, ELG1 DNA repair inconclusive, Tb PFK inh -6%, TCR activator 11%, Mito fusion yeast 0%, USP2a block 1% and uPA generation 7.9µM*.
For CN1CCc2c(c(N3CCCCC3)nc3n[nH]c(N)c23)C1 the results were BCR signal inh 12%, B2AR arrestin -0.2%, PTAP TSG101 blk -2%, Eya2 inh 10%, TSHR antag 3, ELG1 DNA repair 7%, Tb PFK inh 4%, TCR activator -3%, Mito fusion yeast -2% and USP2a block 1%.
`CCCCc1nc2ccccc2c(=O)n1-c1ccc(O)cc1` gave BCR signal inh 10%, B2AR arrestin -1.1%, PTAP TSG101 blk -2%, Eya2 inh -5%, TSHR antag 23, ELG1 DNA repair inconclusive, Tb PFK inh -2%, TCR activator 0%[46.1 µM], Mito fusion yeast 5%, USP2a block -5% and uPA generation 3%.
`C[C@@H]1C[C@H]2OC(=O)C3(CO3)[C@H]2[C@H](O)[C@]2(C)C(=O)C3OC3[C@@H]12` (stereo partly specified) gave BCR signal inh inconclusive, B2AR arrestin -0.4%, Eya2 inh -6%, TSHR antag 24, ELG1 DNA repair inconclusive, Tb PFK inh 0%, Mito fusion yeast -25% and USP2a block 7%.
`Cc1ncc(CN2CCCC(C(=O)c3cccc(OC(C)C)c3)C2)s1` (stereo unspecified) gave BCR signal inh -15%, B2AR arrestin 0.3%, PTAP TSG101 blk 1%, Eya2 inh -1%, TSHR antag -13, ELG1 DNA repair inconclusive, Tb PFK inh 0%, TCR activator -9%, Mito fusion yeast 23%, USP2a block -1% and uPA generation 8%.
Screening Cc1ccc(N/N=C/c2c(O)n(-c3ccccc3)c(=O)[nH]c2=O)cc1 returned BCR signal inh -1%, B2AR arrestin 0.4%, PTAP TSG101 blk -5%, Eya2 inh 0%, TSHR antag -1, ELG1 DNA repair 4.1µM*, Tb PFK inh -1%, TCR activator 2%, Mito fusion yeast -3%, USP2a block 0% and uPA generation 7%.
For Cc1nn(Cc2ccc(Cl)cc2Cl)c(Cl)c1C(=O)O the results were BCR signal inh 1%, B2AR arrestin -1.9%, PTAP TSG101 blk -16%, Eya2 inh 5%, TSHR antag -3, ELG1 DNA repair -6%, Tb PFK inh -4%, TCR activator -14%, Mito fusion yeast -11%, USP2a block 5% and uPA generation 0%.
Screening COc1ccc2c(c1)c(C(=O)O)c(C)n2C(C)C returned BCR signal inh inconclusive, B2AR arrestin 0.0%, PTAP TSG101 blk 0%, Eya2 inh 2%, TSHR antag -4, ELG1 DNA repair -12%, Tb PFK inh -10%, TCR activator 1%[46.1 µM], Mito fusion yeast 0%, USP2a block 1% and uPA generation 4%.
CC1(C)C2CC=C(CN3CCOCC3)C1C2 (stereo unspecified) was read as BCR signal inh -2%, B2AR arrestin -0.1%, Eya2 inh 8%, TSHR antag 2, ELG1 DNA repair 0%, Tb PFK inh -1%, Mito fusion yeast 4%, USP2a block -1% and uPA generation 8%.
`C[C@]12CC[C@H](O)CC1=CCC1C2CC[C@@]2(C)C1C[C@@H](O)[C@@H]2O` (stereo partly specified) gave BCR signal inh 1%, B2AR arrestin 0.3%, PTAP TSG101 blk 1%, Eya2 inh 6%, TSHR antag 16, ELG1 DNA repair 2%, Tb PFK inh -12%, TCR activator 7%, USP2a block 1% and uPA generation 5%.
For O=C(N/N=C/c1cccc([N+](=O)[O-])c1)c1cnccn1 the results were BCR signal inh -22%, B2AR arrestin -1.9%, PTAP TSG101 blk -1%, Eya2 inh 1%, TSHR antag 4, ELG1 DNA repair inconclusive, Tb PFK inh -2%, TCR activator 2%[46.1 µM], Mito fusion yeast -9%, USP2a block -1% and uPA generation 1%.
